# Assay outcomes (PubChem BioAssay)
# Tau FP inhib = blocks human tau fibril formation measured by polarization. P10636. 280,000 tested, 0.39% active. Potency, µM (top dose mostly 57.7 µM), for the others: at the highest dose activity, negative = inhibition, most hits filed as inhibitors. AID 1468. K18 P301L tau heparin fibrillization, Alexa594 FP, 6 h; note: nearly all actives have a fitted effect of over 55% in size
# Target sequence (P10636 561-689 P618L limits assumed): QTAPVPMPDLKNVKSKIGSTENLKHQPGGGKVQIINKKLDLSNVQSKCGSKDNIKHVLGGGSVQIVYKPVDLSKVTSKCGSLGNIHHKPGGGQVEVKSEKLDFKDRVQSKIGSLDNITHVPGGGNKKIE
#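 Heparin (20 uM) drove fibril formation of recombinant tau K18 P301L, 15 uM unlabeled with 0.24 uM Alexa 594 label, for 6 hr at 37 C in 100 mM sodium acetate pH 7. Fluorescence polarization (555/632 nm) read 1 hr after 30 uM ThT.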
# Tau fibril ThT = blocks human tau fibril formation measured by thioflavin T. Potency, µM (series often up to 57.4 µM), for inactives: top-dose activity, negative = inhibition, most hits filed as inhibitors. 270,000 tested, 2.1% active. P10636. recombinant tau K18 P301L, heparin-induced fibrillization, ThT fluorescence; note: nearly all actives have a fitted effect of over 55% in size
#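 Heparin-induced fibrillization of the P301L-mutant K18 repeat-domain fragment of human tau was followed by ThT binding in quantitative high-throughput format.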
# aGal spleen mod = inhibits or activates alpha-galactosidase in human spleen homogenate. AID 2107. 240,000 tested, 0.008% active. Potency, µM (top dose mostly 80 µM), inactives show at the highest dose activity change, negative = inhibition, actives largely listed as inhibitors. P06280. human spleen homogenate, 4MU-alpha-Gal fluorescence, 40 min;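 note: 0% = enzyme with vehicle and -100% = no enzyme basal signal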
# Target sequence (P06280 32-429 limits assumed): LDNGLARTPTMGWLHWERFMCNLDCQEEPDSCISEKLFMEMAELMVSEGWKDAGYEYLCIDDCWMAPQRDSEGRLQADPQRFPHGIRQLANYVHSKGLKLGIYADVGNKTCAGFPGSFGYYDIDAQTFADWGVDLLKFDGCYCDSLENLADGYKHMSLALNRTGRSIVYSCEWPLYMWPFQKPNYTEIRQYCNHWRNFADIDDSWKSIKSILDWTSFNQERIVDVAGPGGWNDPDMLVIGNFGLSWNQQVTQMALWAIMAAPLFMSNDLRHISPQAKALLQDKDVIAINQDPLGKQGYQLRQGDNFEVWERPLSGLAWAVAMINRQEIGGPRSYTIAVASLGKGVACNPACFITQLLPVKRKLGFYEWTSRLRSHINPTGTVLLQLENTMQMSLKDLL
#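 qHTS titration in buffer at pH 5.0. Alpha-galactosidase activity in spleen homogenate was measured via 4-methylumbelliferone release from 1 mM fluorogenic substrate after 40 min at 37C and a pH 10 stop. AC50 came from Hill fits of control-normalized data.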
# TRb SRC2 PPI = inhibitors of human thyroid hormone receptor beta-SRC2 interaction | AID 1469 | 280,000 tested, 0.065% active | TRbeta-SRC2 peptide binding, fluorescence polarization; receptor liganded with 1 µM T3 | Potency, µM (top dose mostly 106 µM), inactives show at the top dose activity change, negative = inhibition, hits mostly inhibitors | P10828;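 note: plate controls were bound peptide for no effect and peptide without receptor for full effect; nearly all actives have a fitted effect of over 50% in size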
#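 Read-out is fluorescence polarization (555 nm excitation, 632 nm emission) of a Texas Red SRC2 coactivator peptide; loss of signal reflects blocked binding to human TRb ligand-binding domain in the presence of 1 uM T3.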
# TexasRed fluor = counter-screen for TRb-SRC2 inhibitors: fluorescence interference; TRb/SRC2 Texas Red total fluorescence interference; Potency, µM (top dose mostly 106 µM), inactives show at the top dose fluorescence change, negative = quenching; 280,000 tested, 0.29% active; AID 1479; active = well fitted curve in either direction with a large enough effect; inconclusive = small, poorly fitted or top-dose-only effect
#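 Flags fluorescent or light-absorbing compounds by total fluorescence, S + 2P, at 555 nm excitation and 632 nm emission. Mixture: 20 nM Texas Red SRC2 peptide, 0.6 uM human TRb LBD, 1 uM T3, 5% DMSO; compound exposure 5 h at ambient temperature.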
# L3MBTL1 block = blocks human L3MBTL1 | AID 485360 | AlphaScreen L3MBTL1–H3K9me1 peptide binding | Potency, µM (titrated, usually from 57.1 µM), inactives show at the top dose activity, negative = inhibition, hits mostly inhibitors | 230,000 tested, 0.66% active | Q9Y468; note: nearly all actives have a fitted effect of over 60% in size
#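 AlphaScreen proximity signal between nickel-chelate acceptor and streptavidin donor beads (final 10 ug/mL) reports binding of 50 nM L3MBTL1 to 75 nM biotin-H3 K9me1 peptide; complex incubated with compounds 30 min at room temperature; cefsulodin titration as control.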
# ALDH1A1 inh = blocks purified human ALDH1A1 activity | AID 1030 | Potency, µM (highest dose often 75.3 µM), without a hit: at the highest dose activity, negative = inhibition, usual class: inhibitors | Purified ALDH1A1, NADH fluorescence, propionaldehyde substrate | 220,000 tested, 7.3% active | P00352; active = well fitted inhibition curve with a large enough effect, not every such curve was filed as active; inconclusive = small, poorly fitted or top-dose-only effect, or another doubt; inactive = no such curve, though single readings can be large or run the other way;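 note: plate controls were no enzyme wells and a reference inhibitor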
# Target sequence (P00352 whole entry, looked up): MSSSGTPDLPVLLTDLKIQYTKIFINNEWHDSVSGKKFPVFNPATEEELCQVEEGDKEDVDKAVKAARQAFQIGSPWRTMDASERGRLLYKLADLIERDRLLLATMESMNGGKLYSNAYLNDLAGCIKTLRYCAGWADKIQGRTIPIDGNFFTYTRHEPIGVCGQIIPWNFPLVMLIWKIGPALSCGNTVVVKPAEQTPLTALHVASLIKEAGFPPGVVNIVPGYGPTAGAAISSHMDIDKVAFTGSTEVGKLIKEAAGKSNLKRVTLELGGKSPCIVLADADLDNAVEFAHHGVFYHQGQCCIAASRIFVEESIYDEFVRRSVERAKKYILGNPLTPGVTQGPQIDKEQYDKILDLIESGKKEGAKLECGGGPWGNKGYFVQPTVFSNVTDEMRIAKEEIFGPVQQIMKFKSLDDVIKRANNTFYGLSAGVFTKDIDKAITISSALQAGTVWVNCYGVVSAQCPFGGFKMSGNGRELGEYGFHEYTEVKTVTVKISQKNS
# Tau fluor counter = counter-screen for tau fibril formation inhibitors. tau K18 P301L Alexa594 fluorescence, heparin fibrillization. Potency, µM (titrated, usually from 57.7 µM), for the others: top-dose activity change, negative = decrease. 280,000 tested, 0.93% active. AID 1463; note: nearly all actives have a fitted effect of over 55% in size
#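 Human tau K18 P301L (15 uM unlabeled, 0.24 uM Alexa 594-labeled) in 100 mM sodium acetate pH 7 with 20 uM heparin, 6 hr at 37 C. ThT 30 uM added, 1 hr ambient; Alexa 594 FP and total fluorescence read at 555/632 nm.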
# The depositor's hits bear a star; ? = inconclusive; . = not tested or not shown; & = joins results of further samples; [ ] = dose if it differs, or a comment. Unless noted, calls come from the whole dose curve; as a rule, active = well fitted curve in the direction sought with a large enough effect; inconclusive = small, poorly fitted or top-dose-only effect, or another doubt; inactive = no such curve, though single readings can be large; an effect the other way counts as inactive or inconclusive. Unless noted, % is set by controls: 0 for no effect and ±100 for the full control effect; potency is the fitted concentration of half-maximal effect.
SMILES	Tau FP inhib	Tau fibril ThT	aGal spleen mod	TRb SRC2 PPI	TexasRed fluor	L3MBTL1 block	ALDH1A1 inh	Tau fluor counter
COc1ccc2c(C)nc(N/C(N)=N/S(=O)(=O)c3ccc(C)cc3)nc2c1	1%	-2%	-4%	1%	1%	-7%	?	-17%
Cc1cc(C)cc(C(=O)O/N=C(\N)c2ccc(Br)cc2)c1	-3%	-4%	-4%	3%	-6%	3%	-8%	-11%
Cc1cc2cc(C)c(NCCNC(=O)c3ccccc3Cl)nc2cc1C	-2%	?	-2%	-3%	-6%	41%[activator]	?	?
CC1(C)COC(c2cccn2Cc2ccccc2Cl)=N1	-2%	-10%	1%	-15%	-3%	0%	22%	-4%
O=C(O)C1CCCCC1C(=O)Nc1ccc(F)cc1F (stereo not given)	-6%	-3%	0%	-2%	0%	2%	7%	1%
CCCSCCCNC(=O)CN1C(=O)COc2ccc(S(=O)(=O)N3CCC(C)CC3)cc21	-6%	-5%	.	5%	1%	.	.	-21%
Cc1ccc2cc(C#N)c(NCc3ccccc3)nc2c1	-7%	0%	-2%	6%	4%	0%	0%	-4%
O=C(Cc1csc(Nc2nc(=S)[nH]c3ccccc23)n1)NCc1ccc(Cl)cc1	-21%	-1%	0%	6%	0%	-1%	11%	-8%
O=C(O)C1CCCN1S(=O)(=O)c1cc(Cl)ccc1Cl (stereo not given)	7%	9%	-1%	-5%	-6%	17%	4%	8%
COc1ccccc1-c1ccc(/C=C2\C=CC(=O)O2)o1	1%	?	4%	12%	-2%	-17%	.	?

# Single records (already shown). Order of values: Tau FP inhib, Tau fibril ThT, aGal spleen mod, TRb SRC2 PPI, TexasRed fluor, L3MBTL1 block, ALDH1A1 inh, Tau fluor counter
# Cc1cc(C)cc(C(=O)O/N=C(\N)c2ccc(Br)cc2)c1 in the list: -3%, -4%, -4%, 3%, -6%, 3%, -8%, -11%
# COc1ccc2c(C)nc(N/C(N)=N/S(=O)(=O)c3ccc(C)cc3)nc2c1 in the list: 1%, -2%, -4%, 1%, 1%, -7%, ?, -17%

# Continuation.
SMILES	Tau FP inhib	Tau fibril ThT	aGal spleen mod	TRb SRC2 PPI	TexasRed fluor	L3MBTL1 block	ALDH1A1 inh	Tau fluor counter
CCOC(=O)C(=CNc1cc(C)nn1-c1ccc(C)cc1)C(=O)OCC	5%	-14%	2%	-5%	-1%	.	4%	-8%
Cc1ccc(NC(=O)C(Cc2ccccc2)N2Cc3ccccc3C2=O)cc1Cl (stereo not given)	?	-6%	.	-1%	9%	.	.	-17%
CCN(CC)CCCNC(=O)CCc1c(C)nc2c(c1C)c(=O)n(C)c(=O)n2C	-2%	2%	.	-8%	-4%	.	.	1%
CC(C)S(=O)(=O)c1csc(C(=O)NN)c1-n1cccc1	-4%	-14%	2%	1%	0%	-6%	.	-15%
Cc1ccc(CNCC(O)(c2ccccc2)c2ccc(F)cc2)cc1 (stereo not given)	5%	9%	6%	15%	2%	-3%	?	10%
CNC(=O)c1nnn(Cc2ccccc2)c1NC(C)=O	6%	9%	-14%	1%	4%	-3%	0%	8%
CCOC(=O)C1CCCN(c2c(NCCc3ccc(S(N)(=O)=O)cc3)c(=O)c2=O)C1 (stereo not given)	-6%	-1%	-3%	-9%	-2%	.	5%	-7%
CCN1C(=O)S/C(=C/c2ccsc2)C1=O	8%	-5%	1%	0%	-1%	.	?	-5%
CCc1ccc(C(=O)c2oc3nc(C)cc(C)c3c2N)cc1	8%	?	9%	-1%	1%	12%	?	?
CC(NC(=O)C1CCCN(S(=O)(=O)c2cccs2)C1)c1ccccc1 (stereo not given)	-4%	1%	7%	12%	1%	40%[activator]	?	-7%
Cc1ccc(C)c(CN2C(=O)c3ccccc3S(=O)(=O)c3ccc(C(=O)N4CCCCCC4)cc32)c1	-6%	-7%	.	-1%	-21%	.	.	-12%
CCOCCc1nn2c(=O)cc(COC(=O)COc3ccc(C)c(C)c3)nc2s1	4%	-8%	.	4%	-1%	.	.	-5%
Cc1ccc(Oc2ncnc3sccc23)cc1	1%	0%	11%	-7%	0%	-5%	?	-7%
Cn1c(NC(=O)CC2CCCCC2)cc(=O)n(C)c1=O	-4%	-14%	3%	1%	-2%	.	.	-23%
C/C(=N\N=c1/scc(C)n1Cc1ccco1)c1cccc([N+](=O)[O-])c1	?	?	-7%	-1%	-10%	?	-10%	?
CCC(=O)Nc1sc2c(c1C(=O)Nc1ccccc1C)CCC(C)C2 (stereo not given)	-5%	-4%	.	3%	-3%	.	.	0%
COc1ccc(-n2nnnc2SCC#CCO)cc1	3%	-6%	2%	-5%	-4%	.	-7%	-1%
Cc1cc(C)c[n+](CC(=O)c2cc3ccccc3oc2=O)c1	3%	3%	2%	-1%	0%	0%	?	3%
CC(C)c1cc(NC(=O)CCl)on1	5%	-10%	4%	0%	-1%	-3%	1.6µM*	-3%
CCCn1c(CNc2ccc(Br)cc2)nc2ccccc21	6%	?	3%	7%	-1%	-5%	2%	?
COc1ccc(NC(=S)Nc2ncccc2C)cc1OC	1%	?	-1%	-8%	-6%	-17%	25µM*	-21%
CCC(CC)C(=O)c1c[nH]c(C(=O)O)c1	-2%	2%	7%	8%	0%	.	8%	1%
CC(C)Oc1nc(-c2ccccc2Cl)nc2ccccc12	-12%	?	-6%	-1%	-2%	39%[activator]	.	-19%
COc1ccc(Cc2nnc(SCC(=O)N3CCc4ccccc4C3)o2)cc1	4%	?	-6%	-13%	-2%	-9%	13µM*	-10%
COc1cc2c(cc1OC)-c1cc(OCc3cccnc3)nc(=O)n1CC2	9%	-10%	29%	-3%	-5%	-6%[11.4 µM]	?	3%
CCc1nnc(NC(=O)c2oc3cc(C)c(C)cc3c2C)s1	0%	2%	-5%	1%	-3%	-3%	4%	12%
CCc1cccc(NC2c3ccccc3C(=O)N2c2ccc(C)cn2)c1 (stereo not given)	3%	-17%	9%	11%	-2%	.	?	-29%
Cc1ccc(Cn2c(CN3CCN(c4cccc(Cl)c4)CC3)nc3c2c(=O)n(C)c(=O)n3C)cc1	-3%	-1%	.	-1%	-3%	.	.	-19%
C[C@H](NC(=O)c1ccccc1Cl)C(=O)NCc1cccs1	-2%	-11%	-12%	6%	0%	.	-3%	-1%
CCc1cc(=O)oc2cc(C)c(CN3CCCC(C)C3)c(O)c12 (stereo not given)	4%	?	-3%	7%	-14%	11µM*	?	-16%
N#CNC(=Nc1ccc(Cl)cc1)Oc1ccccc1	-5%	.	11%	-2%	-2%	.	.	-12%
COc1ccc(S(=O)(=O)Cc2ccc(C(=O)N3CCN(c4ccccc4)CC3)o2)cc1	-3%	?	-13%	10%	0%	-8%	-9%	-16%
c1ccc(CNc2ncnc3nc[nH]c23)nc1	1%	-5%	-11%	-8%	-3%	2%	11%	-1%
COCCn1c(C)cc(O)c(C(c2ccccc2)N2CCN(C)CC2)c1=O (stereo not given)	-10%	?	.	-6%	1%	.	.	3%
CCn1c2c(c(=O)n3ncc(C(=O)Nc4cc(Cl)ccc4OC)c13)CN(Cc1ccc(OC)cc1)CC2	-5%	-11%	.	2%	-1%	.	.	-9%
CN(C)CCCn1c(SCC(=O)N2CC(=O)Nc3ccccc32)nc2ccccc2c1=O	?	?	8%	5%	-2%	-24%	-12%	-8%
O=C(c1cccc(C(F)(F)F)c1)C1CCCN(C(=O)CN2CCCC2=O)C1 (stereo not given)	6%	-7%	8%	-1%	2%	4%	-13%	12%
Cc1c(C(=O)N/N=C/C(C)C)[nH]c2c([N+](=O)[O-])cccc12	-5%	?	-3%	-6%	-1%	0%	?	-11%
Cc1cccc(NC(=O)c2nc[nH]c2C(=O)N[C@@H](Cc2ccccc2)C(=O)OC(C)(C)C)c1	8.9µM*	?	0%	1%	-1%	.	.	?
O=C(NNC(=O)c1nn(-c2ccc(F)cc2)ccc1=O)c1ccccc1Cl	2%	-11%	5%	6%	-1%	4%	3%	-12%
CCNC(=S)N1CCN(CC(=O)Nc2ccc(OC)cc2)CC1	-10%	5%	6%	-3%	-1%	11%	5%	1%
O=C(O)C1CCCCN1S(=O)(=O)c1ccc2ccccc2c1 (stereo not given)	7%	-1%	5%	1%	-4%	.	?	-1%
Cc1cc(C(=O)COC(=O)c2ccc(N)c([N+](=O)[O-])c2)c(C)n1Cc1ccc2c(c1)OCO2	?	?	5%	1%	-4%	.	.	4.5µM*[quencher]
Fc1ccc(CNc2nc3ccc(Cl)cc3n3nnnc23)cc1	-3%	-6%	.	-4%	-2%	.	.	-5%
CCNC(=S)Nc1ccc(Cc2ccncc2)cc1	3%	1%	-6%	1%	-6%	-3%	?	4%
CCOc1ccccc1CNC(=O)c1cc(-c2ccc(C)c(C)c2)nc2ccccc12	-8%	0%	.	5%	-1%	.	.	-14%
CCOC(CNC(=O)CCc1c(C)nc2ncnn2c1C)OCC	6%	5%	-3%	-1%	-4%	.	1%	0%
CCN(c1ccccc1)c1nc2nonc2nc1NCCO	-8%	-2%	5%	2%	-1%	5%	.	-9%
Cc1cc(-n2cnnn2)ccc1C(C)C	-13%	-5%	-2%	4%	-1%	6%	0%	-6%
Oc1ccc(-c2nc(-c3ccc(F)cc3)c(-c3ccncc3)[nH]2)cc1	-5%&9%&17%&9%	?	-1%&-3%&-14%&0%	6%&-4%&-3%&5%	1%&-2%&-1%&-4%	-14%	?	?

# (cont.)
SMILES	Tau FP inhib	Tau fibril ThT	aGal spleen mod	TRb SRC2 PPI	TexasRed fluor	L3MBTL1 block	ALDH1A1 inh	Tau fluor counter
COc1cc(OC)cc(C(=O)Nc2nnc3n2CCS3)c1	-2%	-4%	.	9%	-3%	.	.	0%
CCOC(=O)CSc1nc(C)nc2c1sc1nc(C)c(C(C)=O)c(-c3ccc(OC)cc3)c12	-1%	?	2%	6%	-1%	9%	2%	-9%
O=S(=O)(Nc1cccnc1)c1cc(Cl)ccc1Cl	-4%	-3%	5%	-6%	2%	1%	25%	3%
CC(=O)c1ccc(N2CCN(c3ccc(C(N)=O)cc3[N+](=O)[O-])CC2)cc1	4%	5%	13%	-4%	-1%	1%	4%	6%
COc1ccc(S(=O)(=O)n2ccnc2)c2cccnc12	7%	-8%	8%	4%	3%	9%	?	1%
